Abeta yeast res: compounds reversing amyloid beta toxicity in yeast | yeast expressing A-beta42, growth rescue, OD600, 48 h; response scale: 0% DMSO, 100% iron-clioquinol control | Potency, µM (doses to about 46.1 µM), for inactives: at the top dose growth rescue, most hits filed as activators | 410,000 compounds, 0.063% hits | AID 1347071; also: potency is read from the fitted curve at half-maximal effect; nearly all actives have a fitted effect of over 55% in size
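Growth rescue measured by 600 nm absorbance after 48 h yeast culture at 30 C with compound. Values normalized between DMSO and an equimolar ferric chloride plus clioquinol control.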
aSyn yeast inh: alpha-synuclein toxicity inhibition in yeast; 370,000 compounds, 0.14% hits; Yeast expressing alpha-synuclein, growth rescue, BacTiter-Glo, 24 h; Potency, µM (top dose mostly 46.1 µM), inactives show at the top dose growth rescue (activation), hits mostly activators; also: potency is read from the fitted curve at half-maximal effect; % of control where 0% means no effect; nearly all actives have a fitted effect of over 65% in size
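Screening used galactose-induced yeast with toxic alpha-synuclein levels, exposed to compound for 24 hr at 30 deg C. Cell growth, read with BacTiter-Glo luminescence, gave the measured signal.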
FUS yeast rescue: rescues growth of FUS-expressing yeast | AID 1347120 | Potency, µM (titrated, usually from 76.6 µM), inactives show at the highest dose growth rescue (activation), actives largely listed as activators | 390,000 compounds, 0.24% hits | S. cerevisiae FUS-expressing, growth rescue, OD600, 24 h;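 also: potency is read from the fitted curve at half-maximal effect; plate controls were DMSO vehicle for no effect and reference control for full effect; nearly all actives have a fitted effect of over 55% in size; some results filed as inactive show a strong effect at the top dose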
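Absorbance at 600 nm, taken 24hr after compound addition, measured rescue of FUS-yeast growth at 30C. Induction used 2% galactose with seeding at OD 0.005. Controls: CP55940 from 92uM final, DMSO only.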
MmCpn inh: inhibitors of Methanococcus maripaludis chaperonin (MmCpn); purified Mm-Cpn ATPase, ADP Transcreener TR-FRET; Potency, µM (series often up to 76.9 µM), for the others: at the highest dose activity, negative = inhibition, actives largely listed as inhibitors; 330,000 compounds, 0.031% hits; also: potency is read from the fitted curve at half-maximal effect; % is scaled to controls: 0 for no effect and ±100 for the full control effect; nearly all actives have a fitted effect of over 80% in size
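Eu-cryptate anti-ADP/ADP-d2 competition gives a ratio inversely related to ADP. Enzyme at 25 nM was pre-exposed to compound for 10 min, then given 10 uM ATP for 30 min, 37°C throughout.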
TDP-43 yeast inh: inhibitors of TDP-43 toxicity in yeast; AID 652104; TDP-43 expressing yeast growth rescue, BacTiter-Glo, 24 h; 410,000 compounds, 1.8% hits; Potency, µM (doses to about 46.1 µM), for inactives: at the highest dose growth rescue (activation), most hits filed as activators; also: potency is read from the fitted curve at half-maximal effect; % of control where 0% means no effect; nearly all actives have a fitted effect of over 50% in size
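Luminescence from BacTiter-Glo reports growth of TDP-43-expressing yeast after 24 hr at 30 deg C with compound. Cells were raffinose-pregrown to mid-log, then seeded in galactose medium at OD600=0.02.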
PTHR1 ag: agonists of human PTHR1 parathyroid hormone receptor | 410,000 compounds, 0.075% hits | AID 743266 | Q03431 | Potency, µM (top dose mostly 115 µM), for the others: at the highest dose activation, usual class: activators | HEK293 GP2 PTHR1 cells, GloSensor cAMP luminescence, 1 h; also: potency is read from the fitted curve at half-maximal effect; nearly all actives have a fitted effect of over 55% in size; some results filed as inactive show a strong effect at the top dose; inactives centre near -15; many of its hits are not listed in these tables
Target sequence (Q03431 whole entry, looked up): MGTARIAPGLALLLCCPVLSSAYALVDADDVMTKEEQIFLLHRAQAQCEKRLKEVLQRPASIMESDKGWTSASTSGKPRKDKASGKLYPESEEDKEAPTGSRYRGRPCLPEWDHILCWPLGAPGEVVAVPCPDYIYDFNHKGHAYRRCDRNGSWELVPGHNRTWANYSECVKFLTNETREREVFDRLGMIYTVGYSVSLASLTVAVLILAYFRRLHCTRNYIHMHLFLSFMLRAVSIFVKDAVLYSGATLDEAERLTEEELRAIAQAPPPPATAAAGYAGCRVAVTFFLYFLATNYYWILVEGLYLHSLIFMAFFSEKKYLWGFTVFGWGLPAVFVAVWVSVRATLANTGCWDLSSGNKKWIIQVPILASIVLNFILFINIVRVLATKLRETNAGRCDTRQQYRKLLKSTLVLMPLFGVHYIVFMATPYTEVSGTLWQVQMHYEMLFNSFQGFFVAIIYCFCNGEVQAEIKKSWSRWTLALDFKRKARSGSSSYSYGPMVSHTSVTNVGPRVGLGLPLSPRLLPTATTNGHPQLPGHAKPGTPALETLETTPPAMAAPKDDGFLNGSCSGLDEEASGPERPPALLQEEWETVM
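HEK-293-derived GP2 cells expressing PTHR1 and a GloSensor cAMP reporter, 3,000/well, plated overnight, given luciferin plus IBMX (each 0.5 mM as added) for 1 h at 37 °C, then compound for 1 h at 37 °C. Luminescence was read after 15 min at room temperature.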
pAkt inh: blocks phosphorylation of Akt | Neuro2A IGF-stimulated pAkt S473 HTRF, 20 min; stronger effect = lower value | activity change, % for hits at 50 µM | 360,000 compounds, 0.32% hits | AID 651550; in the data active = activity change below about -80%; inconclusive = mostly about -51% to -80%; also: % is scaled to controls: 0 for no effect and ±100 for the full control effect
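Neuro2A cells (4,500/well, DMEM with 0.5% FBS) were treated with compound at a single 50 µM final concentration, stimulated with 6 nM IGF for 20 min at 37 °C, and lysed. Phospho-Akt Ser473 was read by HTRF as 665/615 ratio ×10^4.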
GLP-1R inv ag: GLP-1 receptor (human) inverse agonism | 410,000 compounds, 1.6% hits | P43220 | AID 624417 | Potency, µM (titrated, usually from 38.3 µM), inactives show at the top dose activity change, negative = inhibition, usual class: inhibitors | HEK293 GLP-1R CRE-luciferase, luminescence, 24 h; GLP-1R form is constitutively active; also: potency is read from the fitted curve at half-maximal effect; % is scaled to controls: 0 for no effect and ±100 for the full control effect; nearly all actives have a fitted effect of over 55% in size
Target sequence (P43220 whole entry, looked up): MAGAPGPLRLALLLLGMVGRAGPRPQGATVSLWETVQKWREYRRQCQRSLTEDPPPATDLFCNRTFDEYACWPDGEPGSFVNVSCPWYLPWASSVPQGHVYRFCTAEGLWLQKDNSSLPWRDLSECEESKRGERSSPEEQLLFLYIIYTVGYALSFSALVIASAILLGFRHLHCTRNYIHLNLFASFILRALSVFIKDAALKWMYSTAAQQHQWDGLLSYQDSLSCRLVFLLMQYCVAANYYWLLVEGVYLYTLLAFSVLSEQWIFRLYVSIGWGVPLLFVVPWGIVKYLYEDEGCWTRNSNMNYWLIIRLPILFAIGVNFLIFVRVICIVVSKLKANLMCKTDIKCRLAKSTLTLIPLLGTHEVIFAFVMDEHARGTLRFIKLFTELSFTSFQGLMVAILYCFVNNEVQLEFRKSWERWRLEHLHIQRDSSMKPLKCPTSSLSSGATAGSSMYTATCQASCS
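Stable HEK293 clone (constitutively active GLP-1R + cAMP-response luciferase); 200 cells/uL plated, 12 h pre-culture, compound 24 hr, 37 deg C/5% CO2; detection reagent 12 min RT; luminescence.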
GLP1R cytotox: cytotoxic in the GLP-1 receptor inverse agonist counter-screen; HEK293 cAMP-luciferase reporter cells, luminescence, 24 h; Potency, µM (top dose mostly 38.3 µM), inactives show top-dose activity change, negative = inhibition, usual class: inhibitors; 410,000 compounds, 0.13% hits; AID 624418;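 also: loss of luciferase light is scored as toxicity; potency is read from the fitted curve at half-maximal effect; % is scaled to controls: 0 for no effect and ±100 for the full control effect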
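Luminescence readout: signal drop marks cytotoxicity. Plated cells grew 12 h at 37 °C, 5% CO2, received 23 nL compound for 24 h, then got luciferase reagent, read after 12 min at RT.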
* hit, by the source's call; i = inactive; u = inconclusive; x = not tested or not shown; & = joins results of further samples; [ ] = dose if it differs, or a comment. Unless noted, calls follow the shape of the dose curve; as a rule, active = well fitted curve in the direction sought with a large enough effect; inconclusive = small, poorly fitted or top-dose-only effect, or another doubt; inactive = no such curve, though single readings can be large; an effect the other way counts as inactive or inconclusive.

SMILES	Abeta yeast res	aSyn yeast inh	FUS yeast rescue	MmCpn inh	TDP-43 yeast inh	PTHR1 ag	pAkt inh	GLP-1R inv ag	GLP1R cytotox
CC(C)(C)NC(=O)C(c1ccncc1)n1c(=O)c(-c2ccccc2)nc2ccccc21 (configuration not stated)	-5%	3%	10%	x	31%	-34%	i	5%	-8%
O=C(Nc1ccnn1C1CCN(Cc2ccc(F)cc2)CC1)C1CC1	-5%	-6%	-4%	-2%	1%	-18%	i	0%	6%
Cc1ccc(CCNC(=O)c2ccc3[nH]c(C)c(C)c3c2)cc1	-19%	x	38%	x	-4%	-9%	x	-16%	1%
O=C(NC1CCCC1)C(c1ccncc1)N(Cc1ccco1)C(=O)c1ccc(-c2ccccc2)[nH]1 (configuration not stated)	-1%	4%	u	-7%	-1%	-40%	i	u	-17%
Cc1cc(C(=O)NC2CC(C)(C)Cc3c2cnn3-c2ccccc2)n(C)n1 (configuration not stated)	3%	4%	x	0%	-2%	-38%[inhibitor]	i	4%	7%
COc1ccc2[nH]c(C(=O)N3CCC(n4nccc4NC(=O)C4CC4)CC3)c(C)c2c1	2%	8%	7%	-3%	12%	i	i	14%	-9%
CCCc1cc(C(=O)Cc2ccc(F)cc2)c(O)cc1O	-92%[inhibitor]	-50%[inhibitor]	16%	4%	u	-19%	i	u	-24%
O=C(CN1C(=O)/C(=C/c2ccco2)SC1=S)Nc1ccc(O)c(C(=O)O)c1	-11%	-1%	1%	-2%	11%	-2%	i	4%	2%
Cc1ccc(NC(=O)Nc2cc(-c3ccccc3)nn2C)cc1Cl	-8%	-3%	4%	2%	-1%	-19%	i	u	-8%
Cn1cccc1/C=N/NC(=O)c1ccccn1	17%	-6%	4%	0%	11%	-11%	i	-16%	4%
O=C(c1ccccc1)N1N=C(C(F)(F)F)CC1(O)c1ccccc1O (configuration not stated)	-17%	2%	u	-1%	20%	-96%[inhibitor]	i	u	u
CCS(=O)(=O)c1ncc(N(Cc2ccc(F)cc2)Cc2ccco2)c(C(=O)Nc2cc(C)ccc2C)n1	-5%	x	-13%	x	13%	20%	x	u	5%
Cc1nn(-c2ccccc2)c2ncc(C(=O)c3cc(Cl)ccc3O)cc12	-14%	-10%	18%	1%	-3%	-13%	i	u	0%
CCn1c(=O)c(C(=O)NCc2ccc(OC)c(OC)c2)c(O)c2ccccc21	19%	7%	-8%	1%	9%	-74%[inhibitor][57.5 µM]	i	0%	-8%
O=C1c2ccc(Oc3ccc4c(c3)C(=O)N(CCCCO)C4=O)cc2C(=O)N1CCCCO	10%	4%	27%	1%	13%	-45%[inhibitor][57.5 µM]	i	7%	-2%
c1ccc(C2OCC3(CO2)COC(c2ccccc2)OC3)cc1 (configuration not stated)	-6%	2%	-49%	2%	27%	i	i	-24%	-6%
CCC/C=C(\CCC)C(NC(=O)Cc1ccccc1)c1ccc(C(=O)OC)cc1 (configuration not stated)	2%	-8%	26%	0%	-12%	-14%	i	u	-11%
C=CCOc1nc2c(c(=O)n(Cc3ccc(Cl)c(Cl)c3)c(=O)n2C)n1C	-6%	7%	x	x	10%	-22%	i	0%	-1%
Cc1c(-c2ccccc2)nc2ccccc2c1C(=O)O	-3%	0%	5%	1%	-15%	-8%[57.5 µM]	i	10%	8%
Cc1ccc(-n2c(C)cc(=O)cc2C)cc1[N+](=O)[O-]	5%	1%	15%	4%	-7%	i	i	2%	-11%
CCOC(=O)CN1C(=O)S/C(=C/C=C/c2ccc(N(C)C)cc2)C1=O	-11%	-18%	5%	0%	-2%	-15%	i	-22%	-26%
CSc1ncccc1C(=O)NNC(=O)c1ccc(NS(=O)(=O)c2cccs2)cc1	-6%	-4%	-3%	1%	2%	i	i	1%	0%
CC(C)Sc1nc2sccc2c(=O)n1-c1ccccc1	-25%	16%	23%	-6%	21%	i	i	u	0%
Cc1onc(-c2ccccc2Cl)c1C(=O)NC(=S)Nc1ccccc1F	-8%	3%	-2%	-6%	-3%	i	i	u	u
O=S(=O)(N/N=C/c1cn(Cc2ccccc2)c2ccccc12)c1ccccc1	15%	10%	24%	-3%	-10%	i	i	u	u
COc1ccc([C@H]2CC(=O)C=C(c3ccc(-c4ccccc4)c(F)c3)C2)cc1OC	-3%	-2%	-10%	3%	7%	-12%	i	15%	-17%
Cc1ccc(N2CSC3=C(C#N)C(c4cccs4)CC(=O)N3C2)cc1 (configuration not stated)	-2%	11%	u	-4%	-2%	i	i	12%	-8%
FC(F)(F)c1cc(-c2cccs2)nc2cc(-c3ccccc3)nn12	5%	1%	x	0%	0%	-10%	i	1%	100%[activator]
O=C(NCCn1ccc2ccccc21)c1ccc(Cl)cc1	8%	x	2%	x	29%	-32%[inhibitor]	x	u	-4%
Nc1ncnc(Oc2cccc3cccnc23)c1[N+](=O)[O-]	-7%	2%	-6%	-1%	17%	-24%	i	u	u
Cc1ccc(C(=O)NCCNC(=O)c2ccccc2)cc1	1%	0%	4%	-1%	7%[9.22 µM]	i	i	15%	2%
CCC(C)NC(=O)Cn1c(-c2cccs2)cc2cc(Cl)ccc21 (configuration not stated)	-15%	x	0%	x	-1%	-17%	x	-7%	6%
O=C(CSc1nc2cc(Cl)ccc2s1)c1cc2ccccc2o1	-7%	-3%	25%	u	-14%	i	x	-1%	3%
CCc1nc2ccc(C(=O)NCCc3ccccn3)cn2c1N(C)Cc1nccs1	-21%	-10%	-22%	x	21%	-1%	i	20%	-2%
CCCN(CCC)C(=O)COc1cc(=O)n(CC)c2ccccc12	2%	1%	0%	0%	8%	i	i	3%	6%
Cc1nc2oc3c(NCc4ccccn4)ncnc3c2c2c1COC(C)(C)C2	4%	-4%	26%	-9%	-2%	-4%[57.5 µM]	i	0%	2%
O=c1cc(CO)oc(CN2CCN(c3cccc(C(F)(F)F)c3)CC2)c1O	-23%	12%	-6%	1%	-14%	i	i	10%	-16%
CCOC(=O)N/N=C/c1ccc(C)o1	2%	1%	-8%	0%	-9%	i	i	0%	-19%
COc1ccc(S(=O)(=O)N2CCCCCC2)cc1NC(=O)CCCOc1ccccc1	-2%	12%	-1%	-3%	19%	i	i	0%	0%
O=C1CN(C(=O)Nc2ccccc2C(F)(F)F)C(c2ccccc2)c2c(sc3c2CCCC3)N1 (configuration not stated)	-5%	x	-19%	x	24%	-22%	x	u	-4%
Cc1cccc([C@@H]2[C@@H]3C(=O)N(Cc4ccccc4)C(=O)[C@@H]3[C@]3(CC(C)C)C(=O)N(c4cccc(F)c4)C(=O)N23)c1	3%	-1%	u	3%	3%	i	i	-38%	8%
C/C=C/C(=O)N1c2ccccc2C(C)=CC1(C)C	-17%	-8%	12%	1%	-12%[9.22 µM]	-13%	i	3%[7.66 µM]	1%[7.66 µM]
CN(CC(=O)O)c1ccc(C(F)(F)F)cc1[N+](=O)[O-]	-7%	1%	18%	0%	-3%	-13%	i	26%	25%
COc1cc(S(=O)(=O)NCc2cccnc2)c(OC)cc1Br	0%	-1%	7%	0%	-14%	i	i	5%	2%
CCCCCc1ccc(C2=NNC(=O)CC2)cc1	-6%	14%	6%	0%	13µM*	0%	i	55%[activator]	-11%
CCOc1ccc(CNC(=O)c2ccc(Sc3ccc(Cl)cc3)c(NC(C)=O)c2)cc1OC	-22%&26%	3%	u	u	u	-11%&-37%	i	u	-11%&-11%
Cc1cc(C)c(C#N)c(OCC(=O)c2ccc(Br)cc2)n1	11%	4%	28%	-4%	0%	-15%[57.5 µM]	i	0%	45%[activator]
COc1ccc(C(=O)COc2ccc3ccc(=O)oc3c2)cc1	14%	6%	12%	-1%	-10%	-7%	i	21%	-6%
CN(CC(=O)Nc1ccc2c(c1)OCO2)CC(=O)Nc1ccc(F)c(F)c1F	23%	-1%	-14%	3%	17%	-6%	i	-6%	4%
CCOC(=O)c1ccc(NS(=O)(=O)c2cc3c(cc2C)n(C)c(=O)c(=O)n3C)cc1	-18%	x	2%	x	0%	-4%	x	13%	1%
O=C(COc1ccccc1)Nc1nnc(-c2ccc(Cl)cc2)o1	u	14µM*	11%	1%	14µM*	i	i	5%	-5%
COC(=O)/C=C/c1ccccc1S(=O)(=O)N(Cc1ccccc1)Cc1ccco1	-3%	-1%	u	-1%	15%	-17%	i	2.2µM*	-30%
CCCOc1ccc(C(=O)Nc2ccc(NC(=O)c3ccc(Br)cc3)cc2)cc1	-6%	x	-3%	x	0%	i	x	3%	-5%
Cc1ccc(S(=O)(=O)N2CCN(C(=O)c3cc(=O)c4ccccc4o3)CC2)cc1	4%	0%	16%	1%	-4%	-45%[inhibitor]	i	10%[7.66 µM]	-10%[7.66 µM]
O=C(COC(=O)C1CC2CCCC(C1)C2=O)Nc1cccc(F)c1 (configuration not stated)	-14%	-9%	x	2%	6%	8%	i	-1%	3%
COc1cc(-c2cc(OC)c3c(C)oc(C)c3c(=O)c2)ccc1OC(=O)c1cccc(C)c1	-20%	x	43%	x	u	-28%	x	3%	4%

Bioassay records deposited in PubChem by National Center for Advancing Translational Sciences (NCATS).

The list is partial; rates above refer to the full screens.
